Jurkat NFkB inh: inhibitors of the PMA/ionomycin-induced NF-kB reporter in Jurkat cells | PMA/ionomycin-induced NF-kB luciferase reporter, luminescence | inhibition, % at 4 µM | 330,000 tested, 0.53% active; in the data active = inhibition above about 50%
CXCR6 block: blocks human CXCR6 beta-arrestin recruitment. CHO-K1 PathHunter CXCR6 beta-arrestin, luminescence. inhibition, % at 20 µM. 360,000 tested, 0.36% active. AID 602244; in the data active = inhibition above about 34%, passing the limit was not always enough;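 also: antagonist mode with CXCL16 agonist at 10 nM final; 0% = 10 nM CXCL16 with DMSO and 100% = unstimulated wells without agonist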
Target sequence (O00574 whole entry, looked up): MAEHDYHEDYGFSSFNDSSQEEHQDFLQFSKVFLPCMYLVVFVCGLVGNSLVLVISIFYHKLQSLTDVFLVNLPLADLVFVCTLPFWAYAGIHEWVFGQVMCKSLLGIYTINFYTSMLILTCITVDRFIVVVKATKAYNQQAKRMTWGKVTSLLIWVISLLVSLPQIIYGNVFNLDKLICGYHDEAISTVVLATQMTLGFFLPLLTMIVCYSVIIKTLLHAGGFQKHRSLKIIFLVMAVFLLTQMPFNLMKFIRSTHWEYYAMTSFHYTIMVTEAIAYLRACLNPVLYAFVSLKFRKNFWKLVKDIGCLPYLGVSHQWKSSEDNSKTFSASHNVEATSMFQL
CHOP UPR activ: apoptotic UPR (CHOP) activation. CHO-CHOP luciferase reporter, luminescence; percent of tunicamycin response over DMSO baseline. activation, % at 10 µM. 330,000 tested, 0.34% active;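 active = at 10 µM dose, activation of 40% or more, normalized to positive control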;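 also: 100% = tunicamycin at 10 µg/mL and 0% = DMSO alone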
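Test system: CHO-CHOP cells, stable luciferase reporter of PERK-eIF2a-CHOP signalling | Quantity: 500 CHO-CHOP cells per well | Buffer or medium: F12 plus 10% serum | Compound dosing: 10 µM single point, 0.5% DMSO | Schedule: 6 h compound treatment, 37 °C | Signal: Luciferase luminescence | Control set: Tunicamycin high control, DMSO low control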
Mdm2 MdmX PPI: disrupts the human Mdm2-MdmX interaction | SaOS-2 split-luciferase Mdm2/MdmX complementation, luminescence | inhibition, % at 8 µM | 330,000 tested, 3% active | AID 485346;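 active = inhibition of at least 50% at 8 µM in the primary screen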
697 NFkB inh: inhibitors of the PMA/ionomycin-induced NF-kB reporter in 697 B cells; 697 B-cell NF-kB luciferase reporter, 16 h; inhibition, % at 4 µM; 330,000 tested, 0.33% active; AID 435022; in the data active = inhibition above about 35%
XBP1 UPR activ: adaptive UPR (XBP1) activation; CHO-XBP1 luciferase reporter, IRE1-XBP1 UPR activation, luminescence; percent of tunicamycin response, DMSO as zero; activation, % at 20 µM; 330,000 tested, 0.33% active; AID 463104;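 active = versus positive control, 20 µM dose yields 30% or more activation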;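 also: 100% = tunicamycin at 10 µg/mL and 0% = DMSO only wells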
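assay system = CHO-XBP1 luciferase reporter cells | amount = 1000 cells/well | buffer or medium = F12 plus 10% FBS | compound dosing = single point, 20 µM final compound, 1% DMSO | incubation = 16-18 h cell attachment at 37 °C, then 6 h compound exposure | detection = Steady-Glo luminescence read | controls = tunicamycin 10 µg/mL and vehicle-only wells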
Gli-Sufu block: Gli-Sufu pathway antagonism; Sufu-KO-LIGHT fibroblasts, Gli luciferase reporter luminescence; inhibition, % at 5 µM; 340,000 tested, 0.74% active;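 active = inhibition above about 55%, limit read from the data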;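 also: 0% = DMSO-treated cells and 100% = wells with medium but no cells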
CCR6 antag: antagonists of human CCR6 receptor; 340,000 tested, 0.49% active; AID 493098; CHO-K1 CCR6 PathHunter beta-arrestin, luminescence, CCL20-stimulated; inhibition, % at 20 µM; P51684;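 active = compounds whose inhibition of the agonist-driven luminescence signal at 20 µM reaches about 50%, limit read from the data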;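 also: cells stimulated with CCL20 at 14 nM final; plate controls were DMSO with CCL20 for no effect and DMSO without agonist for full effect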
Target sequence (P51684 whole entry, looked up): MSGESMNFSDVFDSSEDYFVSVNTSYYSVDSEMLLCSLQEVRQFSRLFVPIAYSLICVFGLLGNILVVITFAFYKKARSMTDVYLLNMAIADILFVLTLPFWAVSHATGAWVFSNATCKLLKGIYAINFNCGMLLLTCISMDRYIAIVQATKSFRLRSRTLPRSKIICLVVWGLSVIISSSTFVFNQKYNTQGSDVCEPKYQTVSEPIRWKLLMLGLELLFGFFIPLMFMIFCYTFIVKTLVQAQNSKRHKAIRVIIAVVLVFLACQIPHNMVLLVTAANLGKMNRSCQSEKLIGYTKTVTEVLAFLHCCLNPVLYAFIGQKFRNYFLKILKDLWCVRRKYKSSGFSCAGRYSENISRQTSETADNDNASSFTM
EBI2 antag: antagonists of human EBI2 receptor. P32249. EBI2 beta-arrestin recruitment, luminescence, 7a,25-OHC stimulated. inhibition, % at 5 µM. 360,000 tested, 0.81% active. AID 651636; in the data active = inhibition above about 38%;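 also: enzyme fragment complementation signal reports receptor beta-arrestin coupling in cells; 0% = agonist plus DMSO wells and 100% = wells without agonist; some results beyond the cut were filed as inactive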
Target sequence (P32249 whole entry, looked up, the tested form may be a part): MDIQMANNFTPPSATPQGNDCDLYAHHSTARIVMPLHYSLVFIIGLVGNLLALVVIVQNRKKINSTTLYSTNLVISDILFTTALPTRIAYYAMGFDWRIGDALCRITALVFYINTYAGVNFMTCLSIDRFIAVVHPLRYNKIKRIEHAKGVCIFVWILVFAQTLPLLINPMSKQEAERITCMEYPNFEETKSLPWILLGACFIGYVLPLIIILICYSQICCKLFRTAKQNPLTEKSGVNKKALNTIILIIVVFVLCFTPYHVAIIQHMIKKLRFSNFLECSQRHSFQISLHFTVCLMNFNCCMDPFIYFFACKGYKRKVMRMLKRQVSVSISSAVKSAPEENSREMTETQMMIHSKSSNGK
An asterisk follows results filed as active; nt = no result given.

#	structure	CCR6 antag	697 NFkB inh	EBI2 antag	CXCR6 block	XBP1 UPR activ	Gli-Sufu block	CHOP UPR activ	Mdm2 MdmX PPI	Jurkat NFkB inh
1	COc1ccc(C(=O)NCC(=O)N2CCC(C)CC2)cc1OC	-14	24	-12	0	-3	-7	-2.6	-5	9
2	CC(C)(C)OC(=O)NCCCCCc1nnc(SCc2cccc(F)c2)o1	12	-2	-3	-9	-4	1	-1.3	36	21
3	COc1ccccc1N1CCN(C(=O)CSc2ncccc2-c2nc3ccccc3[nH]2)CC1	5	-7	1	3	-5	12	-1.2	13	2
4	COc1cc(/C=C/C(=O)OCC(=O)NC2CC2)cc(OC)c1OC	-3	19	-9	-2	-1	-10	-1.7	9	-3
5	COc1ccc(OC)c(/C=N/NC(=O)CSc2nnc(C)n2-c2ccccc2)c1	6	1	-6	-5	-3	-3	-0.7	10	-2
6	O=C(NC(=S)Nc1ccc(S(=O)(=O)Nc2nccs2)cc1)c1ccc(F)cc1	22	-34	12	20	-2	0	1.3	-25	3
7	O=C(Cc1cccs1)N/N=C/C=C\c1ccccc1[N+](=O)[O-]	2	13	-14	-8	-1	-4	4.5	-7	-31
8	CC(=O)Oc1ccc(C(=O)Nc2ccccc2C(=O)N2CCCC2)cc1	10	0	7	-5	-3	-17	-0.1	-7	4
9	O=C(O)c1ccc2c(c1)C(=O)N(N1C(=O)c3ccccc3C1=O)C2=O	8	-9	-1	-10	1	2	6.7	9	-2
10	COc1ccc(-c2cc(C(=O)N(C)CC(=O)Nc3ccccc3Cl)c3ccccc3n2)cc1OC	3	29	-22	0	0	6	0.9	54*	-2
11	c1ccc(CNc2ccc(CNc3ncn[nH]3)cc2)cc1	18	5	8	6	1	-25	22	22	-1
12	Cc1nc2nc(C)c(NS(=O)(=O)c3cccs3)c(=O)n2[nH]1	10	-10	0	5	-3	-5	-2.8	-17	1

2 of the compounds above, with values under each structure.
Under each structure – CCR6 antag, 697 NFkB inh, EBI2 antag, CXCR6 block, XBP1 UPR activ, Gli-Sufu block, CHOP UPR activ, Mdm2 MdmX PPI, Jurkat NFkB inh
11. c1ccc(CNc2ccc(CNc3ncn[nH]3)cc2)cc1
→ 18, 5, 8, 6, 1, -25, 22, 22, -1
12. Cc1nc2nc(C)c(NS(=O)(=O)c3cccs3)c(=O)n2[nH]1
→ 10, -10, 0, 5, -3, -5, -2.8, -17, 1

Following part.
#	structure	CCR6 antag	697 NFkB inh	EBI2 antag	CXCR6 block	XBP1 UPR activ	Gli-Sufu block	CHOP UPR activ	Mdm2 MdmX PPI	Jurkat NFkB inh
13	CN(C)CCNC(=O)c1cccc(NS(=O)(=O)c2ccc(Cl)c(Cl)c2)c1	8	-24	-3	-3	1	11	-0.3	22	-15
14	Nc1nc(-c2ccc(-c3ccccc3)cc2)cs1	-7	-232	2	-10	4	-92	6.2	-199	-101
15	CN(Cc1nc2ccccc2c(=O)[nH]1)c1ccccc1	-1	-46	8	-3	-2	6	-0.7	-7	-24
16	CC(=O)NCC(=O)N1CCCC(C(=O)c2ccc3c4c(cccc24)CC3)C1 (stereo not drawn)	-3	10	-1	-16	0	-4	-0.8	-7	10
17	Cc1nc2c(C(=O)N3CCOCC3)cnn2c(C)c1Cc1cccc(Cl)c1	nt	10	nt	nt	2	nt	-0.9	10	0
18	COc1cccc(OC)c1OCCOc1ccccc1OC(C)C	28	-22	10	-5	-4	-1	-0.6	6	-6
19	CN(C)/C=C(/C(=O)c1ccccc1)S(=O)(=O)c1ccc(Cl)cc1	17	-8	-11	8	-2	8	0.8	-3	-4
20	O=C(CSc1ncn[nH]1)NCc1ccccc1	12	12	-9	-3	-2	-2	-0.4	19	8
21	Cc1cc(NC(=O)CSc2ncn(-c3ccccc3)n2)no1	25	-21	7	-6	-3	6	-1.2	17	3
22	O=C(CSc1nnc(CNC(=O)c2ccccc2F)o1)NCc1ccccc1	-4	-38	-15	-1	-3	-12	0.4	-31	-16
23	COc1ccc(NC(=O)C(=O)NCCN2CCN(C(=O)c3ccc(C)cc3)CC2)cc1	-7	14	-3	0	-4	0	0.7	-2	3
24	COCC(=O)N1CCN(c2nc3ccccc3o2)CC1	8	10	1	0	-3	12	0.4	22	-4
25	CN(C)CCC(=O)c1cccc(Br)c1	8	16	8	0	1	-7	0.6	1	-5
26	O=C(NNS(=O)(=O)c1ccc(F)cc1)c1cnccn1	-13	-23	-11	-4	-2	21	-0.3	15	1
27	CCc1cccc(OCCCCNCCOC)c1	5	16	-1	2	-3	2	-0.8	1	3
28	O=C(Nc1sc2c(c1C(=O)O)CCC2)c1cccc(Cl)c1	-3	-20	1	16	4	-17	4.8	-29	3
29	C=CCOC(=O)C1=C[C@H](c2ccc(Br)cc2)C[C@H](OCCCCO)O1	6	-6	9	5	-5	-1	-1.3	26	10
30	N#Cc1cnc2ncnn2c1-c1ccccc1	8	-5	1	4	3	-2	-1.8	-4	-10
31	CN1CCN(C(=S)NC(=O)/C=C/c2ccccc2Cl)CC1	14	1	3	-3	-1	-12	0.9	-5	0
32	O=C(COC(=O)c1cc(=O)[nH]c2ccccc12)c1cccs1	5	-18	0	3	-2	2	0.4	-4	-10
33	CS(=O)(=O)C1=NSC2=NC(=O)/C(=C\c3ccc(OS(=O)(=O)c4ccccc4)cc3)C(=N)N21	-4	-16	-8	0	1	-4	1.7	9	-15
34	CCOC(=O)c1ccc(NC(=O)CSc2nc(=O)n3cccc(C)c3n2)cc1	-2	-16	-1	-3	-3	10	-0.3	10	0
35	Cc1ccc(C(=O)C2=C(O)C(=O)N(Cc3ccco3)C2c2cccc(Br)c2)o1 (stereo not drawn)	4	6	-2	-7	-2	1	-2.3	25	1
36	COc1cc(Cl)ccc1OCc1cc(C(=O)N2CCN(c3ccccn3)CC2)no1	17	-4	-9	0	-2	4	1.2	21	12
37	COc1ccc(CCC(=O)NC2=NCCS2)cc1OC	-16	5	-5	-6	-4	-5	1.0	-24	1
38	N/C(=N\OC(=O)c1cccnc1)c1ccccc1Cl	-37	-53	-14	-15	-1	-11	4.8	13	-27
39	C=CCNC(=S)NC(=O)c1oc2ccccc2c1C	3	-41	1	3	1	-62	2.0	-33	-42
40	COc1cccc(/C=C2\Oc3cc(OCC(=O)N4CCCC4)ccc3C2=O)c1OC	21	16	8	0	-5	7	2.3	18	2
41	O=C(O)Cn1c(P(=O)(O)c2ccccc2)nc2ccccc21	7	3	0	-7	0	5	2.8	-4	0
42	O=c1c2ccccc2nc2n1CCCCN2	11	0	-5	2	-1	-6	2.8	12	-6
43	CCN1C(=S)N[C@@H](CCc2ccccc2)C(C(=O)OC)=C1C	11	-7	3	0	0	2	-0.8	-4	-11
44	N/C(=N\OC(=O)C1CCCCC1)c1ccc(Cl)cc1	9	-106	2	2	2	-31	3.0	6	-43
45	COc1cc(CCC(=O)Nc2ccc(Br)c(C(F)(F)F)c2)cc(OC)c1OC	11	-12	7	-9	-2	5	-0.4	-5	1
46	COc1cc(/C=N/NC(=S)NCc2ccco2)cc(OC)c1OC	-2	9	-3	0	0	11	1.3	21	7
47	CN(C)c1ccc(NC(=O)CSc2nnc(-c3cnccn3)n2C)cc1	3	-18	-5	-7	-1	-3	0.7	4	0
48	COc1ccc(F)cc1CN1CCN(C(=O)CCC(=O)Nc2nnc(CC(C)C)s2)CC1	5	-18	-3	-5	0	10	2.3	7	13
49	COc1ccc(CCC(=O)NNC(=O)Nc2cc(Cl)ccc2C)cc1	9	16	-2	-7	-3	-11	0.1	6	6
50	Cc1ccc(-n2nc3c(c2NC(=O)C2CC2)CS(=O)(=O)C3)cc1	7	-30	10	4	-6	-12	-1.1	-14	-8
51	CS(=O)(=O)N(CC(=O)Nc1cccnc1)c1ccc2c(c1)OCCO2	12	-5	-10	2	0	1	-1.5	-6	16
52	COCCNC(=O)CN(CCc1ccccc1)S(=O)(=O)c1ccc(Br)cc1	17	11	7	-8	-5	-9	-2.1	0	0
53	Cc1cc(/C=N/n2cnnc2)c(C)n1-c1ccc(Cl)cc1	-6	18	11	-6	2	1	-0.5	7	19
54	CCOC(=O)C1=C(C)N=c2s/c(=C/c3ccc(OCC(=O)O)cc3)c(=O)n2C1c1ccc(SC)cc1 (stereo not drawn)	nt	16	9	12	-2	nt	-0.1	6	4
55	Cc1ccc(NC2=NCC(=O)N2Cc2ccc3c(c2)OCO3)c(C)c1	-2	-13	2	-3	-2	-2	-0.7	-13	-1
56	CC1CCN(C(=O)CSc2nc(C(C)C)nc3c2c(=O)n(C)c(=O)n3C)CC1	3	-4	-3	5	-7	21	3.1	35	7
57	CCn1cc(S(=O)(=O)c2ccc(OC)cc2)c(=O)c2cc(F)c(N3CCN(C)CC3)cc21	15	-8	-10	1	-3	4	-0.7	16	-6
58	COc1ccccc1NC(=O)C1=C(C)Nc2nc(CCCO)nn2C1c1cccnc1 (stereo not drawn)	-8	9	6	1	-4	7	0.7	15	-9
59	COc1ccc(-c2cc3nc4c(c(=O)n3[nH]2)CCC4)cc1	0	-78	-4	-5	2	-52	3.7	-41	-39
60	CC(C)NC(=O)C(=O)NCCC1CCCCN1S(=O)(=O)c1cccs1 (stereo not drawn)	14	-10	-6	4	2	2	-1.3	4	-6
61	Cc1nn(-c2ccccc2)c(C)c1NC(=O)COC(=O)CC(C)c1ccccc1 (stereo not drawn)	9	-28	4	2	-4	8	0.4	25	-14
62	O=C(c1ccc(S(=O)(=O)N2CCC(c3nc4ccccc4[nH]3)CC2)cc1)N1CCOCC1	9	14	-4	1	0	-5	-0.9	16	-3
63	CCN(Cc1ccccc1)S(=O)(=O)c1ccc(C(=O)N(CCCN(C)C)c2nc3c(C)c(C)ccc3s2)cc1	34	-12	12	19	30	19	5.0	97*	11
64	COc1cc(/C=N/NC(=O)c2ccncc2)ccc1OCC(=O)Nc1ccc(C)c(C)c1	-2	0	5	-6	-1	-5	6.7	-31	-40
65	Cc1ccc(NC(=O)CSC2=Nc3ccccc3C3CC=NN23)c(C)c1 (stereo not drawn)	13	-24	5	2	2	9	-2.1	-7	-22
66	Cc1cc(C)n(-c2cc(N3CCOCC3)nc(-c3ccccc3)n2)n1	-1	-6	7	-8	6	-9	1.4	38	13
67	O=C(CCCN1C(=O)/C(=C/c2cccs2)SC1=S)Nc1cccnc1	7	15	4	-6	-1	14	0.7	15	-15
68	C=CC[C@@H](CC(=O)N[C@@H](CO)Cc1ccccc1)C(=O)N[C@@H](COC(=O)[C@@H](CC=C)CC(=O)OC(C)(C)C)Cc1c[nH]c2ccccc12	12	9	12	-1	3	-30	0.0	36	2
69	O=S1(=O)CCOCCCN1Cc1ccccc1	4	6	-16	-10	0	2	3.7	-21	-6
70	CCCn1c(SCC(=O)N(CC)c2c(N)n(Cc3ccccc3)c(=O)[nH]c2=O)nnc1-c1ccncc1	13	nt	-2	-2	nt	-1	nt	nt	nt
71	COc1ccc(OC)c(NC(=O)c2cccc3c2C(=O)N(C2CCCCC2)C3)c1	19	2	11	4	9	20	3.7	24	13
72	Cc1cc(S(=O)(=O)Nc2cc(C)c(O)c(C)c2)c(C)s1	10	-15	10	-10	-1	-7	-0.8	15	-11
73	O=C(NC1CCN(Cc2ccccc2)CC1)c1ccc(N2CC3CC(C2)c2cccc(=O)n2C3)c([N+](=O)[O-])c1 (stereo not drawn)	10	8	0	4	1	7	1.1	-12	-24
74	O=C(NC1CCCCC1)N1CCc2ccccc2C1	7	-38	3	4	3	-36	4.4	-44	-20

Screens (PubChem BioAssay)
